Assay outcomes (PubChem)
Hsp90 Hop PPI – qHTS Assay for Disrupters of an Hsp90 Co-Chaperone Interaction | Hsp90 C-terminal peptide / TPR2A (Hop) interaction, human | AlphaScreen TPR2A-His6 binding biotin-Hsp90 C-terminal peptide | Potency, µM (highest dose often 57 µM), for inactives: at the top dose activity change, negative = inhibition | 0.44% of 71,000 active; active means well fitted curve in either direction with a large enough effect; inconclusive means small, poorly fitted or top-dose-only effect, or another doubt; further: potency means the concentration at half of the fitted maximal effect; on the % scale 0 is the no-effect control and ±100 the full control effect; many of its hits are not listed in these tables
Ub-GFP proteasome – Ubiquitin-GFP Assay | Ubiquitin-GFP reporter cells, proteasome inhibition, GFP fluorescence; response scale: untreated = 0%, 10 µM MG-132 = 100% | Potency, µM (highest dose often 45.9 µM), for inactives: top-dose activation (GFP accumulation), hits mostly activators | 67,000 tested, under 10 active; active means well fitted activation curve with a large enough effect, not every such curve was filed as active; inconclusive means small, poorly fitted or top-dose-only effect, or another doubt; inactive means no such curve, though single readings can be large or run the other way; further: potency means the concentration at half of the fitted maximal effect
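Proteasome block read as GFP accumulation: ubiquitin(G76V)-GFP U2OS cells exposed to compound (2.9 nM–46 uM) for 4 hr at 37 C. Normalization used untreated cells as 0% and 10 uM MG-132 as 100%; concentration-response curves fitted.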
GFP derepression – qHTS Assay for Epigenetic Modulators; mouse C127i GFP locus derepression, cytometry, 30 h; Potency, µM (titrated, usually from 46.1 µM), for the others: at the highest dose GFP derepression (activation); 0.09% of 68,000 active; further: % of control where 0% means no effect
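Murine C127i mammary cells carrying a silenced, stably integrated CMV-driven GFP reporter were treated with compound for 30 hours at 37 C. After PBS washes, GFP-positive cells were counted by laser-scanning microplate cytometry.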
USP2a inh – qHTS Assay for Inhibitors of Ubiquitin-specific Protease USP2a. Ubiquitin carboxyl-terminal hydrolase 2 (Homo sapiens), O75604. USP2a enzymatic assay, qHTS inhibition. Potency, µM (highest dose often 38.3 µM), for inactives: top-dose activity change, negative = inhibition, most hits filed as inhibitors. AID 927, 2007. 0.1% of 60,000 active;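 further: potency means the concentration at half of the fitted maximal effect; nearly all actives have a fitted effect of over 60% in size; plate controls were DMSO for no effect and NEM full inhibition control for full effect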
Target sequence (O75604 whole entry, looked up): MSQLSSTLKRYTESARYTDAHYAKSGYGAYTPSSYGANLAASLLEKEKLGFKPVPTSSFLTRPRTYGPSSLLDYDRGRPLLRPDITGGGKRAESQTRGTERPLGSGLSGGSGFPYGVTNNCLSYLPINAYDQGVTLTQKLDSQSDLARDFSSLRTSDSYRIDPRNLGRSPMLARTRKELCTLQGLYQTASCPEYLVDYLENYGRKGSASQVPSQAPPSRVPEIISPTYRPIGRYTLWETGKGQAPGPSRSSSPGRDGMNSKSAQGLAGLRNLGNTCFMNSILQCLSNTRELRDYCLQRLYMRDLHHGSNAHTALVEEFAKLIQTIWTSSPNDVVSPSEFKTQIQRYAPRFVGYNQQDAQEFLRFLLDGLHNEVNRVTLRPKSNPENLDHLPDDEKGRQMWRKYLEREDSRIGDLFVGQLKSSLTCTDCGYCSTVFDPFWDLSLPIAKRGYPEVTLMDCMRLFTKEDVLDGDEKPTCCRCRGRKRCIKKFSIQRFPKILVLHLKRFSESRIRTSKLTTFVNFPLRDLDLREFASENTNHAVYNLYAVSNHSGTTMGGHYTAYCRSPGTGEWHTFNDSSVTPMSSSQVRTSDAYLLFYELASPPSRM
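20 nM USP2 core + cpd, 30 min RT; add 20 nM Ub-PLA2/20 uM NBD C6-HPC; read Ex460/Em535 at 0 h and 2.5 h. Normalized to NEM; qHTS curve fit/classification.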
HADH2 inh – qHTS Assay for Inhibitors of HADH2 (Hydroxyacyl-Coenzyme A Dehydrogenase, Type II); 3-hydroxyacyl-CoA dehydrogenase type-2 (Homo sapiens), Q99714; recombinant HADH2, NADH fluorescence, beta-hydroxybutyryl-CoA; Potency, µM (highest dose often 57.1 µM), inactives show top-dose activity change, negative = inhibition, actives largely listed as inhibitors; 3.4% of 73,000 active; further: potency means the concentration at half of the fitted maximal effect; on the % scale 0 is the no-effect control and ±100 the full control effect; nearly all actives have a fitted effect of over 60% in size; many of its hits are not listed in these tables
Target sequence (Q99714 whole entry, looked up, one chain of several): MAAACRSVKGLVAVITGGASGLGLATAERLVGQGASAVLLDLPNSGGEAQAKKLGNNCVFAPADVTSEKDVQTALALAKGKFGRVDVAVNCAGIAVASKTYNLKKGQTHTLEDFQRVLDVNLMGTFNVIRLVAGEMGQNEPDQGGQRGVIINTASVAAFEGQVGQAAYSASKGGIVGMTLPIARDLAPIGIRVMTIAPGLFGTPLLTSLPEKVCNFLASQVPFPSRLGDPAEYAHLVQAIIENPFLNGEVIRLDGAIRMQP
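E. coli-expressed His-tagged HADH2 tested at 20 nM in alkaline Tris buffer (pH 9.0); oxidation of 90 uM beta-hydroxybutyryl-CoA with 1 mM NAD+ tracked fluorimetrically for 4 min.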
CRE Fsk mod – Cell signaling CRE-BLA (Fsk stim) | AID 662, 2007 | 2.5% of 71,000 active | Potency, µM (titrated, usually from 38.2 µM), inactives show top-dose activity change, negative = inhibition, usual class: activators | CHO CRE-bla reporter (cAMP response element driving beta-lactamase), forskolin EC10, beta-lactamase ratio; active means well fitted activation curve with a large enough effect in the signal ratio, with a control signal flat, not every such curve was filed as active; inconclusive means small, poorly fitted or top-dose-only effect, or effect the other way, or a change in a side signal; the % refers to the signal ratio; further: potency means the concentration at half of the fitted maximal effect; % of control where 0% means no effect
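AC50 values, positive or negative, reflect shifts in EC10 NKH 477-induced CRE-bla reporter activity in CHO cells. Incubation lasted 3 h at 37 °C before CCF4 substrate (2 h, room temperature) and ratiometric 460/530 nm reading.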
HBB splicing – qHTS Assay for Modulators of Hemoglobin Beta Chain Splicing; Potency, µM (titrated, usually from 46.1 µM), without a hit: top-dose activation, actives largely listed as activators; HBB splicing reporter cell assay, activation; EGFP reporter with mutant IVS2-654 intron; response scale: normalised to 500 nM splice-correcting PNA; 0.06% of 65,000 active; further: potency means the concentration at half of the fitted maximal effect; 0% is about no effect
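HeLa cells stably expressing EGFP interrupted by mutant beta-globin intron 2 (IVS2-654), 500/well in 2% FCS. Treated with compound for 2 days at 37C. Splicing correction scored as total well GFP intensity (488 nm excitation, 500-520 nm emission); 500 nM antisense PNA served as control.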
ALOX15 inhib – qHTS Assay for Inhibitors of 15-hLO (15-human lipoxygenase) | Polyunsaturated fatty acid lipoxygenase ALOX15 (Homo sapiens), P16050 | Potency, µM (doses to about 57.1 µM), for the others: top-dose activity change, negative = inhibition, usual class: inhibitors | 1.4% of 74,000 active | purified 15hLO-1, xylenol orange hydroperoxide absorbance | AID 887, 2007; further: potency means the concentration at half of the fitted maximal effect; on the % scale 0 is the no-effect control and ±100 the full control effect; nearly all actives have a fitted effect of over 55% in size
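Purified human 15hLO-1 (40 nM final) in 25 mM Hepes pH 7.5, 0.01% Triton X-100 was preincubated with compound 15 min at room temperature, then reacted 6 min with 50 uM arachidonic acid; hydroperoxide detected by Fe-XO, 573/405 nm absorbance ratio.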
Pol III holo inh – qHTS Assay for Inhibitors of DNA Polymerase III Holoenzyme System; Potency, µM (top dose mostly 57.1 µM), for the others: at the top dose activity change, negative = inhibition; reconstituted DNA polymerase III holoenzyme replication, biochemical; 0.25% of 71,000 active; AID 603, 2007; further: potency means the concentration at half of the fitted maximal effect; on the % scale 0 is the no-effect control and ±100 the full control effect
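Reconstituted *E. coli* holoenzyme (0.35 nM Pol III, 1 nM beta, 154 nM SSB, 2 nM primase) was preincubated with compound for 15 min at RT. Synthesis on 1.4 nM ssM13Gori ran 35 min, then was stopped with PicoGreen/EDTA and read as dsDNA fluorescence.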
BRCT inh green – qHTS Assay for Inhibitors of BRCT-Phosphoprotein Interaction (Green Fluorophore); BRCA1 BRCT-phosphopeptide binding, green fluorescence polarization; 0.05% of 75,000 active; Potency, µM (top dose mostly 76.9 µM), without a hit: at the highest dose activity change, negative = inhibition, actives largely listed as inhibitors; Breast cancer type 1 susceptibility protein (Homo sapiens), P38398;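 further: potency means the concentration at half of the fitted maximal effect; plate controls were peptide without protein for full effect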
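Compounds were incubated for 12 min at room temperature with a complex of 100 nM fluorescein-tagged pBACH1 decapeptide and 250 nM His-tagged BRCT protein. Buffer was phosphate pH 7.3 with EDTA, DTT and Tween 20. Disruption of binding lowers the polarization signal.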
BRCT PPI red – qHTS Assay for Inhibitors of BRCT-Phosphoprotein Interaction (Red Fluorophore) | Breast cancer type 1 susceptibility protein (Homo sapiens), P38398 | BRCT-phosphopeptide binding, red fluorescence polarization | Potency, µM (titrated, usually from 76.9 µM), without a hit: at the top dose activity change, negative = inhibition, usual class: inhibitors | 0.03% of 75,000 active | AID 892, 2007; further: on the % scale 0 is the no-effect control and ±100 the full control effect
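Rhodamine-labelled pBACH1 10-mer (100 nM) bound to BRCT domain (100 nM) at pH 7.3; compounds incubated 12 min room temperature, polarization read. Free peptide defines full inhibition; unlabelled decapeptide titrated as control.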
Numbers without * were called inactive; ? = inconclusive; nt = not tested or not shown; & = joins results of further samples; [ ] = another dose, or the depositor's remark. Unless noted, the call rests on the fitted dose curve; in most records, active means well fitted curve in the direction sought with a large enough effect; inconclusive means small, poorly fitted or top-dose-only effect, or another doubt; inactive means no such curve, though single readings can be large; an effect the other way counts as inactive or inconclusive. An excerpt; the hit share may differ from the screen's.

SMILES	Hsp90 Hop PPI	Ub-GFP proteasome	GFP derepression	USP2a inh	HADH2 inh	CRE Fsk mod	HBB splicing	ALOX15 inhib	Pol III holo inh	BRCT inh green	BRCT PPI red
c1cncc(C2CCCCN2Cc2ccc3c(c2)OCO3)c1 (centres undefined)	-2.6%	-3.7%	-2.2%	-2.9%	-19.2%	-0.2%	-0.3%[9.22 µM]	-16.0%	-4.4%	-2.5%	0.0%
O=C(O)c1ccccc1C(=O)O	-9.1%	nt	nt	nt	-9.1%	-3.2%	0.2%	?	0.9%	1.5%	-0.4%
NC[C@@H]1O[C@@H](O[C@H]2[C@@H](O)[C@H](O[C@@H]3[C@H](O)[C@H](N)C[C@H](N)[C@H]3O[C@@H]3O[C@@H](CO)[C@H](O)[C@H](O)[C@@H]3N)O[C@H]2CO)[C@H](N)[C@H](O)[C@@H]1O	-2.0%	-1.7%	0.0%	3.1%	?	-4.3%	0.6%	5.7%	-2.9%	-2.4%	-1.7%
O=C1OC(=O)c2ccccc21	-4.0%	nt	nt	nt	-3.3%	-9.1%	0.9%	?	-7.9%	-0.5%	-1.3%
CCc1c(C)c2ccc(OCC(N)=O)cc2oc1=O	-5.2%	-8.9%	5.1%	-1.5%	3.98µM*	19.8%	1.1%	-0.2%	-3.8%	3.8%	-0.1%
CC1=[N+]([O-])C2(N)CCc3nonc3C2(O)C1 (centres undefined)	-2.2%	-12.5%	5.0%	-0.4%	2.1%	3.0%	-1.0%	5.3%	-2.9%	-1.1%	0.5%
CCNCC1(c2ccc(OC)c(OC)c2)CCCC1	0.7%	-2.1%	-1.3%	nt	5.5%	5.3%	-0.3%[57.5 µM]	16.3%	-1.1%	-2.8%	1.4%
CCOP(=O)(OCC)OCC	-3.6%	nt	nt	nt	12.7%	-7.7%	-1.0%	2.5%	-1.6%	-1.9%	-1.5%
CC(C(N)=O)N1CC(c2ccccc2)CC1=O (centres undefined)	1.0%	0.0%	2.2%	0.3%	-0.7%	-3.5%	0.2%[57.5 µM]	-0.5%	0.2%	-1.3%	-0.9%
O=[N+]([O-])c1c(Cl)c(Cl)cc(Cl)c1Cl	-9.5%	nt	nt	nt	-0.3%	-3.9%	0.3%	-4.3%	-3.1%	-0.8%	1.5%

Next part, overlapping the part above by 3 compounds.
SMILES	Hsp90 Hop PPI	Ub-GFP proteasome	GFP derepression	USP2a inh	HADH2 inh	CRE Fsk mod	HBB splicing	ALOX15 inhib	Pol III holo inh	BRCT inh green	BRCT PPI red
CCOP(=O)(OCC)OCC	-3.6%	nt	nt	nt	12.7%	-7.7%	-1.0%	2.5%	-1.6%	-1.9%	-1.5%
CC(C(N)=O)N1CC(c2ccccc2)CC1=O (centres undefined)	1.0%	0.0%	2.2%	0.3%	-0.7%	-3.5%	0.2%[57.5 µM]	-0.5%	0.2%	-1.3%	-0.9%
O=[N+]([O-])c1c(Cl)c(Cl)cc(Cl)c1Cl	-9.5%	nt	nt	nt	-0.3%	-3.9%	0.3%	-4.3%	-3.1%	-0.8%	1.5%
CC1=C2[C@@H]3OC(=O)[C@@H](C)[C@@H]3CC[C@]2(C)C=CC1=O	1.2%[26 µM]	6.4%[20.5 µM]	0.5%[20.6 µM]	-9.6%[17.1 µM]	2.9%[25.6 µM]	-13.6%[17.1 µM]	-0.2%[20.6 µM]	2.3%[25.6 µM]	-6.8%[25.6 µM]	-0.2%[34.4 µM]	-2.3%[34.4 µM]
O=C(c1cc2ccccn2n1)N1CCC2(CC1)OCCO2	1.5%	7.1%	2.6%	-1.5%	6.5%	-9.0%	1.3%[1.84 µM]	5.2%	1.3%	-0.3%	-1.4%
Nc1c(C(=O)NC2CCCC2)c2nc3ccccc3nc2n1CC1CCCO1 (centres undefined)	?	0.9%	2.2%	34.6%[activator]	-20.2%	?	0.9%[0.369 µM]	-23.0%	-2.0%	-2.3%	-2.3%
COc1cccc(CNC2CN3CCC2CC3)c1OC (centres undefined)	-2.1%	8.6%	-0.6%	-4.9%	2.2%	-5.9%	3.8%[57.5 µM]	-4.7%	-4.4%	-2.1%	-0.1%
O=[N+]([O-])c1ccc2c3c(cccc13)CC2	-6.7%	nt	nt	nt	?	8.8%	-0.9%	?	-6.6%	-2.7%	-2.4%
CCOc1ccc(-n2c(CC)nc3ccccc3c2=O)cc1	-0.2%[2.3 µM]	11.4%	nt	nt	-1.9%	10.6%	-0.6%	6.7%	-1.1%	-1.8%	0.7%
CN1C[C@@H](C(=O)N[C@]2(C)O[C@]3(O)[C@H]4CCCN4C(=O)[C@H](Cc4ccccc4)N3C2=O)C[C@H]2c3cccc4[nH]cc(c34)C[C@@H]21	-10.6%	7.9%	0.0%	22.2%	?	-26.0%	-0.2%	-22.1%	-4.8%	2.2%	0.2%
CC(=O)[O-].CC(=O)[O-].O.O.O.[Pb+2]	-4.8%&-0.6%	nt	nt	nt	-12.9%&-5.5%	-0.1%&-9.8%	0.2%&-1.0%	6.5%&-0.9%	8.0%&9.0%	0.0%&0.6%	0.7%&1.2%
O=C(Nc1ccccc1)NC1CC2CCC(C1)N2 (centres undefined)	0.7%	-3.9%	1.0%	-4.1%	3.2%	2.0%	nt	-0.3%	2.3%	1.3%	-1.1%
C=C(C)C(=O)OCC1CO1 (centres undefined)	1.9%	nt	nt	nt	-12.0%	-10.3%	-1.0%	-4.3%	-1.6%	-0.9%	0.5%
CCCCN1C(=O)NC(=O)C2(Cc3ccccc3N3CCOCC32)C1=O (centres undefined)	-4.2%	2.7%	-2.2%	15.4%	-0.2%	-6.4%	-7.0%[57.5 µM]	-3.5%	-6.6%	-4.3%	0.8%
COC(=O)c1c(C)ccc2c(O)c3c(cc12)C(=O)c1c2c(cc(O)c1C3=O)[C@@]1(C)O[C@@](C)(O2)[C@@H](O)[C@H](N(C)C)[C@H]1O	-7.7%[11 µM]	-6.0%[9.17 µM]	2.4%[9.22 µM]	nt	-8.6%[11.4 µM]	-3.7%[7.6 µM]	4.6%[9.22 µM]	?	-10.3%[11.4 µM]	2.3%[15.4 µM]	-2.3%[15.4 µM]
COC(=O)[C@H]1C[C@@H]1[C@H](NP(=O)(c1ccccc1)c1ccccc1)c1ccccc1	-12.5%&-7.5%	nt	nt	nt	6.6%&-0.8%	-15.5%&-11.3%	1.3%&1.1%	nt	3.5%&-2.3%	-3.0%	1.0%
N[C@H](Cn1cc(I)c(=O)[nH]c1=O)C(=O)O	-4.1%	9.5%	-1.1%	nt	-16.1%	5.6%	1.0%	nt	-6.7%	nt	nt
CC(C)COC(=O)c1ccccc1C(=O)OCC(C)C	14.5%	nt	nt	nt	-9.2%	-6.9%	-0.1%	-4.9%	2.2%	0.7%	-1.1%
CN(C)c1ccc(N(C)C)cc1	-4.9%	nt	nt	nt	3.16µM*	4.9%	-0.7%	?	-3.2%	-0.4%	0.7%
CC12CN3CC(C)(CN(C1)C3c1ccncc1)C2=O (centres undefined)	1.4%	10.9%	2.4%	-8.4%	-0.2%	?	2.0%	6.2%	-2.6%	-1.0%	-1.4%
O=c1cccc2n1CC1CC2CN(C(c2cccc(F)c2)c2sc3ncnn3c2O)C1 (centres undefined)	-3.9%	10.4%	nt	nt	6.0%	-6.6%	-0.5%	-2.2%	-0.1%	0.6%	-0.1%
